TPT1 inh – C. albicans TPT1 enzyme inhibition; recombinant caTPT1, FP RNA substrate dephosphorylation; inhibition, % at 5 µM; hit rate 0.81% among 300,000;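 active = inhibition above the mean of all tested compounds plus 3 SD, set per screening campaign, cut at about 24% in these data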;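 note: plate controls were DMSO alone for no effect and ferristatin control at 100 nM for full effect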
MCL1-BIM inh – disrupts human MCL1 binding to BIM-BH3 peptide. hit rate 0.68% among 320,000. GST-MCL1 / FITC-Bim-BH3 fluorescence polarization. Q07820. inhibition, % at 10.9 µM. AID 2057;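 active = inhibition above the mean inhibition of all tested compounds plus 3 SD, set per campaign, cut at about 40% in these data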;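 note: 0% = DMSO wells and 100% = unlabeled Bim-BH3 peptide control; higher means more loss of mP so more displacement of Bim peptide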
Bcl-xL primary – blocks human Bcl-xL binding to Bim BH3 peptide | Q07817 | GST-Bcl-xL / FITC-Bim BH3 peptide fluorescence polarization | inhibition, % at 10.9 µM | hit rate 0.7% among 320,000 | AID 2129;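 active = inhibition above the mean of all tested compounds plus 3 SD, cutoff set per campaign, cut at about 30% in these data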;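 note: 0% = DMSO wells and 100% = unlabeled Bim-BH3 peptide competitor; inhibitors lower millipolarization by displacing the labeled peptide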
MEX-5 binding – C. elegans MEX-5 TCR-2 RNA binding activity. Q9XUB2. MEX-5/FITC-TCR2 RNA binding, fluorescence polarization; active compounds read low. activity score (negative = inhibition of binding), % at 10 µM. hit rate 0.38% among 300,000. AID 1832;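 active = inhibition past about -25% in most replicates, and total fluorescence under double the plate's negative control median, limit read from the data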;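 note: 0% = DMSO and -100% = 5 µM competing unlabeled TCR2 RNA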
GLD-1 TGE inh – GLD-1-TGE RNA interaction inhibition (C. elegans); Q17339; purified GLD-1 + fluorescein TGE RNA, fluorescence polarization; inhibition, % at 5.96 µM; hit rate 0.44% among 320,000; AID 2280;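 active = percent inhibition above a per-plate cutoff, the plate mean of test compounds plus 3 SD, cut at about 30% in these data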;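 note: 0% = DMSO wells with GLD-1 and probe and 100% = wells lacking GLD-1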
PME-1 primary – blocks human protein phosphatase methylesterase 1 | inhibition, % at 5.9 µM | hit rate 0.53% among 320,000 | recombinant PME-1, FP-Rh probe fluorescence polarization | AID 2130;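 active = inhibition above the campaign mean of all compounds plus 3 SD, cut at about 26% in these data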;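 note: competitive labeling of PME-1 active site by serine hydrolase directed probe; 0% = PME-1 with DMSO and 100% = wells lacking PME-1 enzyme; inhibitors block probe labeling so polarization falls and inhibition rises; many of its hits are not listed in these tables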
PAD4 inh – inhibitors of human PAD4 | Q9UM07 | recombinant PAD4, RCA probe fluorescence polarization | inhibition, % at 6.36 µM | hit rate 0.41% among 330,000 | AID 485272;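 active = percent inhibition above a cutoff equal to the mean of all tested compounds plus 3 SD, cut at about 15% in these data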;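 note: 0% = PAD4 with RCA probe and DMSO and 100% = probe without PAD4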
Target sequence (Q9UM07 whole entry, looked up): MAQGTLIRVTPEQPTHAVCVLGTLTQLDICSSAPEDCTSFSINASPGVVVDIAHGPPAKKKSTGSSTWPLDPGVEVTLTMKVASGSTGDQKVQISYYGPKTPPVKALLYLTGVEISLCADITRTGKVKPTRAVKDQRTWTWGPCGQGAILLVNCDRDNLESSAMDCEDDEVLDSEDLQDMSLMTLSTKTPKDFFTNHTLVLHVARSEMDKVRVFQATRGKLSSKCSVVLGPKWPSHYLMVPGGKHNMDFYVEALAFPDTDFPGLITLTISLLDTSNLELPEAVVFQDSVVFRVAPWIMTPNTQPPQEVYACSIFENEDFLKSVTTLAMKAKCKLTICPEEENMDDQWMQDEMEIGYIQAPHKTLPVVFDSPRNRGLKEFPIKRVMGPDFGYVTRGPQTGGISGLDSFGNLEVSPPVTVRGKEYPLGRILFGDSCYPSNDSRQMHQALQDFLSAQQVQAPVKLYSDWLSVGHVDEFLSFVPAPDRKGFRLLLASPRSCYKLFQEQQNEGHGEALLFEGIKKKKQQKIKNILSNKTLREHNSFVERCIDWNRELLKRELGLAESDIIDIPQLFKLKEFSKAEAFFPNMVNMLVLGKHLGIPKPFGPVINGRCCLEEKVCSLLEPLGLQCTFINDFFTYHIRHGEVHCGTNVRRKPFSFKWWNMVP
Fam108B inh – blocks mouse Fam108B hydrolase in RBBP9 counter-screen. inhibition, % at 9.51 µM. hit rate 0.33% among 300,000. recombinant Fam108B, FP-Rh probe fluorescence polarization;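 active = inhibition above the screen mean inhibition plus 3 SD, computed separately per campaign, cut at about 18% in these data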;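 note: inhibitors lower polarization as less probe binds the enzyme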
GSTO1 inh – blocks human GSTO1 in RBBP9 counter-screen | P78417 | recombinant GSTO1, activity-based probe fluorescence polarization | inhibition, % at 5.96 µM | hit rate 1.1% among 300,000 | AID 1974;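 active = inhibition above the campaign mean inhibition plus 3 SD, cut at about 35% in these data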;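 note: 0% = GSTO1-1 with DMSO and 100% = wells lacking GSTO1-1 enzyme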
Target sequence (P78417 whole entry, looked up): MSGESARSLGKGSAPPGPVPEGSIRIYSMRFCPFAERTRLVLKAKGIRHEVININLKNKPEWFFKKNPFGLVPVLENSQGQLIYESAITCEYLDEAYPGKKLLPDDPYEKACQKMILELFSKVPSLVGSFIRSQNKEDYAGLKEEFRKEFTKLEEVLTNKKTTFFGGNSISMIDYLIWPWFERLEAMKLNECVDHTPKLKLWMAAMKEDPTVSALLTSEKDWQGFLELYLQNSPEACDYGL
Active calls of the source: *; . = not tested or not shown. Not all compounds are listed; rates above refer to the full screens.

Screens in order: TPT1 inh	PME-1 primary	MEX-5 binding	MCL1-BIM inh	GLD-1 TGE inh	Bcl-xL primary	Fam108B inh	GSTO1 inh	PAD4 inh
CCOC(=O)c1nc(-c2ccccc2)sc1C(C)=O
    0	1	-1.0	3	2	4	3	1	-2
CSCC[C@H](NC(=O)NCCC1=CCCCC1)C(=O)O
    1	3	-0.7	5	3	7	-5	3	0
CCCn1c2ccccc2c2cnn(CC(=O)NC3CCCC(C)C3C)c(=O)c21 (stereo not drawn)
    -1	-1	2.1	-1	6	7	1	0	1
CC(NC(=O)C1CCCN(C(=O)c2ccc(Cl)cc2)C1)c1cccc(C(F)(F)F)c1 (stereo not drawn)
    .	-3	.	3	3	1	.	.	2
Cc1ccc(S(=O)(=O)N(CC(=O)Nc2ccccc2C(=O)O)c2ccccc2)cc1
    0	2	0.4	1	0	7	-2	-5	-2
CCOC(=O)C1=C(C)NC2=C(C(=O)OC2)C1c1ccccc1 (stereo not drawn)
    -1	-2	-0.8	11	7	3	-2	2	-6
Cc1cccc([N+](=O)[O-])c1NC(=O)COC(=O)c1nc2nccc(C)n2n1
    .	-1	.	-1	5	-7	.	.	3
COCCn1c(SCC(=O)N2CCC(C)CC2)nc2c(c1=O)SCC2
    -3	-1	3.1	-4	4	3	-3	3	0
Cc1ccc(N2CC(C(=O)NC3=NCCS3)CC2=O)cc1 (stereo not drawn)
    1	2	3.4	-5	4	5	1	-2	3
CCOC(=O)C1=C(COC(=O)/C=C/c2ccccc2F)NC(=O)NC1C (stereo not drawn)
    1	-3	3.9	3	-1	4	-1	13	-3
CCOC(=O)c1ccc(S(=O)(=O)NC2CCC(C)CC2)cc1 (stereo not drawn)
    .	-1	.	-6	5	3	.	.	-4
CCCCNC(=O)c1cc(-c2ccc(OC)c(OC)c2)on1
    -1	-2	0.6	-1	4	4	5	5	1
CCOC(=O)[C@@H]1[C@H]2COc3ccccc3[C@H]2N2C(=O)N(c3ccc(Cl)cc3)C(=O)[C@@]12C
    3	2	-1.4	-1	7	5	1	-2	1
COc1cccc2cc(C(=O)NCc3ccc(Cl)cc3)c(=N)oc12
    0	1	2.8	4	2	4	-4	-4	3
CCc1cc(C(=O)OC)c(NC(=O)CC2SC(=NC)N(C)C2=O)s1 (stereo not drawn)
    1	9	-0.3	8	1	2	-3	2	1
O=S(=O)(NCc1nnc2ccccn12)c1ccc(Cl)cc1
    .	2	.	11	3	2	.	.	-4
CCN(CC)c1ccc(S(=O)(=O)N2CCOCC2)cc1NC(=O)CN1C(=O)NC2(CCCC2)C1=O
    1	-6	-4.2	-12	0	0	3	1	-4
O=C(NCCO)C(=O)NCC(c1ccc2c(c1)OCO2)N1CCN(c2ccc(F)cc2)CC1 (stereo not drawn)
    -2	-1	0.4	5	11	1	2	8	2
COc1ccc(CN2[C@@H](CC(=O)O)c3ccccc3S2(=O)=O)cc1
    2	0	0.4	5	-4	3	5	-1	1
Cc1ccsc1/C=N/NC(=O)c1nnn(-c2nonc2N)c1C
    -1	-3	-1.8	0	4	5	3	3	1
CCc1ccc2[nH]c(C)c(CN3CCCCCC3)c(=O)c2c1
    0	1	1.2	10	2	6	2	-1	0
O=C(c1cccnc1)N1CCCC(Nc2ccc(F)cc2)C1 (stereo not drawn)
    -1	3	0.4	6	8	3	-3	4	-2
N#CC1=C(N)C(C#N)(C#N)C(c2cccnc2)C2COCC=C12 (stereo not drawn)
    -12	3	-26*	28	23	27	2	11	-1
N#CC1=C(N)SC(N)=C(C#N)C1c1cccc(Oc2ccccc2)c1
    111*	-6	1.4	-108	-48	-59	-19	-51	-29
O=C(Nc1ccccc1N1CCCCC1)c1cccc(OC(F)F)c1
    -4	-3	0.6	3	-2	3	-3	-1	-2
Cc1ccccc1C(=O)Nc1ccc2nc3n(c(=O)c2c1)CCC3
    -2	-1	-6.7	-7	7	5	1	-2	-2
O=C(NC1CCCCC1)C(c1ccccc1)N1CCC2(CC1)OCCO2 (stereo not drawn)
    -4	3	0.5	4	8	4	0	-4	-1
O=C(Nc1nccs1)c1ccc(Cl)c(S(=O)(=O)N2CCCCC2)c1
    -5	-4	-0.5	6	2	5	-2	13	0
COc1ccc(-c2nc3cc(NC(=O)c4ccc5c(c4)OCO5)ccc3o2)cc1
    -3	0	-1.1	-5	2	-5	-16	0	-5
CC(=O)c1c(C)nc(-c2ccc(Cl)cc2)nc1NC(=O)C(C)C
    1	-7	2.8	-3	2	-2	-2	-5	3

Single records, from the list above.
CCOC(=O)C1=C(COC(=O)/C=C/c2ccccc2F)NC(=O)NC1C (stereo not drawn) is listed with TPT1 inh: 1; PME-1 primary: -3; MEX-5 binding: 3.9; MCL1-BIM inh: 3; GLD-1 TGE inh: -1; Bcl-xL primary: 4; Fam108B inh: -1; GSTO1 inh: 13; PAD4 inh: -3
CCOC(=O)C1=C(C)NC2=C(C(=O)OC2)C1c1ccccc1 (stereo not drawn) is listed with TPT1 inh: -1; PME-1 primary: -2; MEX-5 binding: -0.8; MCL1-BIM inh: 11; GLD-1 TGE inh: 7; Bcl-xL primary: 3; Fam108B inh: -2; GSTO1 inh: 2; PAD4 inh: -6

Going on with the list:
Screens in order: TPT1 inh	PME-1 primary	MEX-5 binding	MCL1-BIM inh	GLD-1 TGE inh	Bcl-xL primary	Fam108B inh	GSTO1 inh	PAD4 inh
COc1ccc(/C=C/C(=O)Nc2cccc(S(=O)(=O)N3CCCC3)c2)cc1OC
    -6	-3	1.0	-3	3	8	-23	-15	-12
CC1=NNC(=O)C1CCC(=O)N/N=C/C(Br)=C/c1ccccc1 (stereo not drawn)
    0	2	-2.4	-6	-3	-1	4	2	1
Cc1c(C(=O)Oc2ccc(-c3cnc4ccccc4n3)cc2)cccc1[N+](=O)[O-]
    2	-4	-2.1	17	0	17	-2	-2	62*
CC1CCCN(C(c2ccccc2)c2sc3ncnn3c2O)C1 (stereo not drawn)
    -3	-8	-0.7	1	0	3	-4	-4	-1
O=C(C[n+]1ccc(C(=O)N/N=C/c2ccc(OCc3ccccc3)cc2)cc1)c1ccccc1
    1	3	-24	-2	-3	-3	-1	7	-7
Clc1ccc(CO/N=C2\CCCc3nonc32)cc1
    5	6	-0.2	-8	-2	1	0	4	-7
COC(=O)C1C(=O)C(C(=O)c2ccc([N+](=O)[O-])cc2)C(=O)CC1(C)C (stereo not drawn)
    1	-3	4.7	-4	2	3	0	8	1
O=C(COC(=O)c1cccc(O)c1)Nc1ccc(N2CCOCC2)cc1
    .	2	.	-8	-6	-4	.	.	0
Cc1cc(Nc2cccc(Cl)c2)n2ncnc2n1
    -3	-2	-0.6	3	-3	2	1	-1	-5
Cc1ccc2oc(C(=O)N(C)Cc3ccc(C)o3)c(C)c2c1
    2	2	-1.4	10	6	5	5	0	2
Cc1ccc2c(CC(=O)Nc3ccc(N4CCN(C)CC4)cc3C)coc2c1
    5	10	-4.7	4	-4	-4	4	3	-5
O=C(NCc1ccccc1)c1ccc(NC(=O)c2ccco2)cc1
    -4	0	2.3	2	-1	4	3	-2	-4
O=C(CSCc1ccc(F)cc1)Nc1ccccc1
    1	-2	0.4	8	-4	3	-8	-5	-8
COc1ccccc1NC(=O)c1ccc(NS(=O)(=O)c2c(C)noc2C)cc1
    1	3	2.6	0	2	-2	-1	1	-2
O=C(Cn1c(-c2ccco2)nc2ccccc21)N1CCCCC1
    5	0	1.0	8	10	2	6	5	0
CC(C)(C)c1ccc(S(=O)(=O)O/N=C2/CCCCC2c2ccc([N+](=O)[O-])cc2[N+](=O)[O-])cc1 (stereo not drawn)
    -7	8	1.9	-1	-1	4	5	1	-2
O=C(CSc1nnc(Cc2ccc3c(c2)OCO3)n1C1CCCCC1)NC1CCCC1
    2	-6	-0.4	-6	7	-4	1	0	-2
Cc1nc(Nc2nc(-c3ccccc3)cc(=O)[nH]2)nc2ccccc12
    -1	-6	9.1	-11	3	-3	-6	-22	0
NNC(=O)CN1C(c2cccc(Cl)c2)=Nc2ccc(Br)cc2C1c1ccccc1 (stereo not drawn)
    -5	-13	0.8	7	3	3	-6	-8	7
Cc1c(C(=O)N2CCCCC2)c(S(=O)(=O)N(C)Cc2ccco2)c(C)n1C
    -2	2	-0.3	-2	6	1	-2	3	4
Cc1ncc(CN2CCCC(C(=O)Nc3ccc(-c4cccc(F)c4)cc3)C2)cn1 (stereo not drawn)
    1	1	0.6	6	0	1	-2	1	5
COc1cccc(NC(=O)CN(C)C(=O)CC2Sc3ccccc3NC2=O)c1 (stereo not drawn)
    .	4	.	1	-3	1	.	.	-6
Nc1cc(=O)[nH]c(SCC(=O)N2CCC(Cc3ccccc3)CC2)n1
    .	-2	.	-8	-17	-3	.	.	2
O=C1CC(=Nc2ccccc2)NN1c1ccccc1
    -4	-3	-0.6	13	3	3	10	20	-2
CCOC(=O)c1c(C)[nH]c(C(=O)OCc2ccccc2F)c1C
    1	-3	-0.1	-3	-5	-4	0	4	-3
COc1ccc(CCNC(=O)C(C)OC(=O)c2cccs2)cc1OC (stereo not drawn)
    -2	4	3.2	6	-8	7	3	2	-1
COc1ccc(C(=O)COC(=O)CCCn2c(=O)oc3ccccc32)cc1
    0	-3	-1.9	4	2	7	3	6	-1
COc1cccc(S(=O)(=O)Nc2cccc(C(=O)N3CCCCCC3)c2)c1
    -2	4	0.5	-2	5	3	6	3	-1
CCCN(C(=O)Cc1ccc(S(=O)(=O)N2CCOCC2)s1)c1c(N)n(Cc2ccccc2)c(=O)[nH]c1=O
    14	-1	-0.3	1	22	11	-6	-1	-10
C/C(=N/NC(=O)c1cc(-c2cccc([N+](=O)[O-])c2)n[nH]1)c1cccc(O)c1
    3	-2	-1.0	-2	-1	-2	-15	-8	2
Cc1c(C(=O)N2CCCC2)sc(NC(=O)c2cccc(Cl)c2)c1C#N
    3	-2	0.1	-9	1	-6	-1	-10	-3

Gathered by group, the entries above containing a Cl atom (10)
Screens in order: TPT1 inh	PME-1 primary	MEX-5 binding	MCL1-BIM inh	GLD-1 TGE inh	Bcl-xL primary	Fam108B inh	GSTO1 inh	PAD4 inh
CC(NC(=O)C1CCCN(C(=O)c2ccc(Cl)cc2)C1)c1cccc(C(F)(F)F)c1 (stereo not drawn)
    .	-3	.	3	3	1	.	.	2
CCOC(=O)[C@@H]1[C@H]2COc3ccccc3[C@H]2N2C(=O)N(c3ccc(Cl)cc3)C(=O)[C@@]12C
    3	2	-1.4	-1	7	5	1	-2	1
COc1cccc2cc(C(=O)NCc3ccc(Cl)cc3)c(=N)oc12
    0	1	2.8	4	2	4	-4	-4	3
O=S(=O)(NCc1nnc2ccccn12)c1ccc(Cl)cc1
    .	2	.	11	3	2	.	.	-4
O=C(Nc1nccs1)c1ccc(Cl)c(S(=O)(=O)N2CCCCC2)c1
    -5	-4	-0.5	6	2	5	-2	13	0
CC(=O)c1c(C)nc(-c2ccc(Cl)cc2)nc1NC(=O)C(C)C
    1	-7	2.8	-3	2	-2	-2	-5	3
Clc1ccc(CO/N=C2\CCCc3nonc32)cc1
    5	6	-0.2	-8	-2	1	0	4	-7
Cc1cc(Nc2cccc(Cl)c2)n2ncnc2n1
    -3	-2	-0.6	3	-3	2	1	-1	-5
NNC(=O)CN1C(c2cccc(Cl)c2)=Nc2ccc(Br)cc2C1c1ccccc1 (stereo not drawn)
    -5	-13	0.8	7	3	3	-6	-8	7
Cc1c(C(=O)N2CCCC2)sc(NC(=O)c2cccc(Cl)c2)c1C#N
    3	-2	0.1	-9	1	-6	-1	-10	-3
